# PriA SSB inh – blocks PriA binding to SSB C-terminal tail | AlphaScreen SSBct-PriA binding, biotinylated peptide | inhibition, % at 33 µM | 430,000 tested, 0.6% active | AID 1272365; in the data active = inhibition mostly above about 37%, no sharp cut-off; inactive = mostly below about 20%;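 also: plate controls were negative control peptide for no effect and reference peptide for full effect; strong numbers were not always called active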
# Yp Topo-I inh – blocks Yersinia pestis topoisomerase I activity | activity, % at 10 µM | Y. pestis Topo-I cleavage product accumulation, plate reader | 360,000 tested, 0.064% active; in the data active = activity above about 50%, passing the limit was not always enough; inconclusive = no clear call, values can overlap the other calls; also: inactives centre near 2
# TcdB GH inh – blocks C. difficile toxin B glycohydrolase activity; inhibition, % at 9.99 µM; P18177; 350,000 tested, 0.24% active; TcdB glycohydrolase enzymatic assay, plate reader; in the data active = inhibition above about 10%
# Anthrax LF prot – blocks Bacillus anthracis lethal factor protease. P15917. multiplex microsphere protease cleavage assay, LF. inhibition, % at 10 µM. 360,000 tested, 0.12% active. AID 588501; also: plate controls were buffer without enzyme for full effect and enzyme alone for no effect
# VHR inh abs – blocks human VHR1 dual specificity phosphatase; 290,000 tested, 0.52% active; inhibition, % at 13.3 µM; recombinant VHR phosphatase, pNPP absorbance; AID 1654; P51452; in the data active = inhibition above about 50%; also: some compounds called inactive have numbers as strong as hits
# BoNT-A LC inh2 – blocks Botulinum neurotoxin A light chain protease. multiplex microsphere protease substrate cleavage, flow cytometry. inhibition, % at 10 µM. 360,000 tested, 0.17% active; also: plate controls were buffer without enzyme for full effect and enzyme alone for no effect
# Vc quorum ag – inducers of Vibrio cholerae quorum light production without autoinducers; 350,000 tested, 0.16% active; activation, % at 18.7 µM; AID 588436; V. cholerae BH1578 lux reporter, luminescence, 6 h; in the data active = activation mostly above about 9.7%, no sharp cut-off; inconclusive = no clear call, values can overlap the other calls; inactive = mostly below about 3.7%; also: not every result past the cut was called active; inactives centre near 0; reference of the scale not given here
# CCHF vOTU inh – blocks the CCHF virus ovarian tumor domain protease; AID 651958; inhibition, % at 11.5 µM; 370,000 tested, 0.55% active; CCHFV vOTU protease, Pep-AMC fluorescence; in the data active = inhibition above about 30%; also: 0% = vehicle wells with enzyme and 100% = no enzyme wells
# SARS 3CLpro inh – SARS-CoV 3CLpro protease inhibition; AID 1706; recombinant SARS-CoV 3CLpro, quenched FRET peptide cleavage; 290,000 tested, 0.14% active; inhibition, % at 6 µM; in the data active = inhibition above about 12%
# PfHsp40 rescue – compounds rescuing yeast from Plasmodium falciparum HSP40 toxicity; S. cerevisiae expressing PfHsp40, growth rescue, ATP luminescence; growth rescue, % at 12.5 µM; 340,000 tested, 0.68% active; in the data active = growth rescue above about 28%, passing the limit was not always enough; inconclusive = no clear call, values can overlap the other calls;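 also: yeast W303a lacking pdr1 and pdr3 grown in galactose medium; growth measured after three days at 30 °C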
# An asterisk follows results filed as active; i = inactive; ? = inconclusive; · = not tested or not shown. Rule as the data show it, unless noted: active = inhibition above about 30%; inconclusive = no clear call, values can overlap the other calls; inactive = below that. This is a subset; rates above refer to the full screens.
SMILES,PriA SSB inh,Yp Topo-I inh,TcdB GH inh,Anthrax LF prot,VHR inh abs,BoNT-A LC inh2,Vc quorum ag,CCHF vOTU inh,SARS 3CLpro inh,PfHsp40 rescue
CCc1nc2c(OCc3ccccc3)cccn2c1N(C)C(=O)COc1ccccc1,·,-4.5,-0.5,-2.0,·,-0.4,-0.4,18.5,·,·
Cc1cc(C)nc(Nc2n[nH]c(COc3ccc(Cl)cc3)n2)n1,-14.8,0.8,·,-8.4,15.3,-0.8,i,-7.1,-2.8,-0.1
O=C(CCS(=O)(=O)c1ccccc1)Nc1nc(-c2ccccn2)cs1,33.7,-6.8,1.0,-8.5,·,-1.8,-0.2,0.5,-4.3,-0.5
CCOC(=O)CN(Cc1sccc1C)C(=O)Nc1cccc(OC)c1,-13.4,4.8,1.0,-0.5,-0.8,-0.3,-0.2,-13.0,-0.8,-0.1
Cc1ccc(OCC(O)CNS(=O)(=O)c2ccccc2C(=O)O)cc1 (stereo not given),-2.4,-4.7,·,1.2,20.6,-0.2,-0.6,-1.7,-7.2,-1.8
CCOc1ccccc1OCCCC(=O)N1CCN(S(=O)(=O)c2ccc(Cl)cc2)CC1,-1.6,28.0,-0.4,-11.2,·,0.0,i,-3.9,·,9.9
C(=NOCc1ccccc1)c1ccncc1,-10.6,17.0,-7.0,-0.1,·,0.5,i,18.0,·,0.8
O=P(c1ccccc1)(c1ccccc1)c1ccc(O)cc1,2.0,1.0,0.0,6.8,5.2,-4.0,1.2,-6.4,0.8,1.1
COc1ccc(/C=N/NC(=O)c2ccoc2C)cc1OC,·,0.1,0.2,-1.5,4.5,-1.0,-0.2,6.5,-4.6,-0.3
Cc1cc(C)n(C(=O)N(c2ccccc2)c2ccccc2)n1,-5.0,-4.0,-0.7,-10.0,14.8,-1.8,i,6.0,-4.1,-1.1
O=C(COc1ccccc1Cl)NNC(=O)C1CCCO1 (stereo not given),-9.1,-3.0,·,0.0,-6.0,0.9,i,-4.5,0.8,-1.4
Cc1c(/C=C/C(=O)c2ccccc2)cnn1C,6.6,2.9,·,0.2,27.1,0.0,i,13.0,-2.3,1.1
Cc1[nH]c2ccc(C(=O)NCCCN3CCCCCC3)cc2c1C,14.2,1.3,1.5,-7.3,38.3,0.3,i,9.1,2.1,-1.4
COc1cccc(/C=C2\N=C(c3c(-c4ccccc4)noc3C)OC2=O)c1,2.7,4.5,-3.8,-1.9,-3.7,-1.1,-0.4,-8.7,1.5,-2.4
Cc1ccc(NC(=O)CN(C)c2ccc(S(=O)(=O)N3CCCC3)cn2)cc1,2.4,-6.0,0.6,-2.0,4.5,-0.7,-0.3,-15.5,0.8,-0.8

# Reprinted from the part before: four entries, then new ones.
SMILES,PriA SSB inh,Yp Topo-I inh,TcdB GH inh,Anthrax LF prot,VHR inh abs,BoNT-A LC inh2,Vc quorum ag,CCHF vOTU inh,SARS 3CLpro inh,PfHsp40 rescue
Cc1c(/C=C/C(=O)c2ccccc2)cnn1C,6.6,2.9,·,0.2,27.1,0.0,i,13.0,-2.3,1.1
Cc1[nH]c2ccc(C(=O)NCCCN3CCCCCC3)cc2c1C,14.2,1.3,1.5,-7.3,38.3,0.3,i,9.1,2.1,-1.4
COc1cccc(/C=C2\N=C(c3c(-c4ccccc4)noc3C)OC2=O)c1,2.7,4.5,-3.8,-1.9,-3.7,-1.1,-0.4,-8.7,1.5,-2.4
Cc1ccc(NC(=O)CN(C)c2ccc(S(=O)(=O)N3CCCC3)cn2)cc1,2.4,-6.0,0.6,-2.0,4.5,-0.7,-0.3,-15.5,0.8,-0.8
COc1ccc2[nH]cc(CCn3ccc(=O)c(C)c3C)c2c1,0.2,-4.9,2.7,-1.2,22.0,-1.0,-2.1,-2.4,2.2,-1.6
Cc1cccc(NC(=O)N2CCCCCC2)c1C,-16.2,4.7,1.3,·,7.4,·,i,3.3,1.1,0.4
CCOC(=O)c1nnn(-c2nonc2N)c1CNc1ccccc1,-12.3,-1.7,·,-0.1,-8.3,-0.5,1.2,1.8,-0.8,2.1
COc1ccc(C(=O)N2C[C@H]3C[C@@H](C2)c2cccc(=O)n2C3)cc1OC,·,2.8,1.5,-0.2,24.7,-0.3,-0.4,-5.2,3.7,-2.8
Cn1c(=O)c2sccc2n2c(CCCC(=O)N3CCCCC3)nnc12,-14.4,-15.1,-0.3,2.1,-9.3,-2.2,-0.9,-0.3,-2.3,1.0
O=C(Cc1ccccc1)NCCc1ccc(Cl)cc1Cl,-8.7,-2.2,·,-0.2,-9.9,-0.2,i,·,-3.1,0.2
COc1ccc(OC)c(C(=O)COC(=O)COc2ccccc2)c1,-4.8,2.9,1.1,-8.8,·,-0.4,-8.3,4.5,·,1.0
Cc1ccc(Cl)cc1NC(=O)C1CC(=O)Nc2ncnn21 (stereo not given),2.6,-2.9,0.6,5.3,16.6,0.9,0.6,-4.7,-2.7,0.3
CCOc1ccc(NC(=O)c2ccc(CNc3c(N4CCCC4)c(=O)c3=O)cc2)cc1,-20.4,12.6,-2.1,3.1,20.6,-1.2,-4.4,2.0,-1.2,-0.7
O=C(CN(C(=O)C1CSC(=O)C1)c1cccc(F)c1)NC1CCCC1 (stereo not given),-16.1,0.4,1.4,0.3,1.1,-0.1,-0.5,6.0,-0.3,1.0
CC1=C(C(=O)Nc2cccnc2)C(c2cccnc2)n2ncnc2N1 (stereo not given),-14.6,-2.6,·,-1.9,7.3,-0.1,-0.2,2.3,2.6,-0.5
COc1ccc(C2Nc3ccccc3C(=O)N2Cc2ccco2)cc1COc1ccc(NC(C)=O)cc1 (stereo not given),-12.3,0.4,·,-2.6,2.6,0.1,2.1,-37.6,1.3,0.3
O=C(O)CCSc1nnc(-c2ccncc2)n1-c1ccccc1,-0.7,-0.9,·,0.9,13.4,0.6,-0.5,3.7,-0.2,-0.6
CCOC(=O)Cn1c(=NC(=O)CN2C(=O)CCC2=O)sc2cc(S(N)(=O)=O)ccc21,-15.5,-8.8,1.1,-4.0,5.7,-1.1,i,-9.0,0.1,-0.5
Cc1ccc2c(ccn3cc4c(c(=O)n(C)c(=O)n4C)c23)c1,-8.3,-0.8,0.5,-1.0,30.5,-0.6,-0.4,4.2,2.8,0.4
O=C(Nc1ccccc1-c1ccccc1)NC1CC2CCCC(C1)N2Cc1ccc(F)cc1 (stereo not given),-3.7,5.2,1.4,-1.9,9.5,-0.2,i,-13.2,4.5,-0.8
CCCn1nc2cc(C(=O)NC3CCc4ccccc43)ccc2c1OCC (stereo not given),-24.8,7.2,-1.2,1.2,9.1,0.3,i,-38.1,3.3,-0.6
CC1CC(C)CN(C(=O)CCNC(=O)c2ccccc2Cl)C1 (stereo not given),-11.3,-9.7,-0.1,-3.7,9.6,0.5,i,17.6,-0.2,-1.0
O=C(Nc1nc(-c2ccc(Cl)s2)cs1)c1cccs1,-13.8,7.4,·,10.0,27.4,7.4,i,-3.9,3.9,?
COc1cccc(OCC(=O)Nc2cc(NC(=O)COc3cccc(OC)c3)cc(C(=O)O)c2)c1,-9.7,9.4,-0.6,-6.2,17.9,0.4,41.9*,5.9,3.9,-0.6
CSc1nsc(/C=C/Nc2ccc(F)cc2F)c1C#N,15.7,-15.9,·,1.8,13.6,2.1,-0.3,·,-0.9,0.8
CCOc1ccccc1N1CCN(CC(=O)NCCc2ccc(S(N)(=O)=O)cc2)CC1,-2.5,-1.7,0.9,2.2,6.7,0.4,i,-2.9,-1.7,0.4
CN(C)C(CNC(=O)c1cc(S(=O)(=O)N(C)c2ccccc2)ccc1Cl)c1cccs1 (stereo not given),6.4,14.5,0.2,-7.0,3.1,0.7,-0.3,-7.5,1.7,0.2
Cc1nn(Cc2ccc(Cl)cc2Cl)c(C)c1NC(=O)Cn1nc([N+](=O)[O-])c(Cl)c1C,1.9,-5.6,·,-2.5,17.8,-0.1,-0.5,-2.4,-1.6,0.4
CC(C)c1ccc(NC(=O)Nc2nc(C(C)N)cs2)cc1 (stereo not given),·,-9.6,1.2,-3.1,·,-0.8,-5.6,3.3,·,·
Cc1ccc(NC(=S)N2CCN(c3nccc(C(F)(F)F)n3)CC2)c(C)c1,-10.7,1.6,1.0,-3.3,27.1,-0.1,7.1,9.5,1.6,-1.5
NC1=NC[C@H](c2ccccc2)N1CCCCC1CCCCC1,-9.3,0.9,1.7,-7.7,14.9,-0.4,i,12.7,·,2.6
Cc1ccc(C(=O)NCC(=O)OCc2csc(-c3ccccc3)n2)cc1,-4.0,24.4,·,-0.4,1.9,-0.3,-1.3,7.1,-0.1,-0.1
CCCCCCNC(=O)O[C@@]12CN(S(=O)(=O)c3ccc(C)cc3)C[C@]1(O)Cn1c(=O)n(CCCCCC)c(=O)n1C2,·,24.9,1.5,-0.8,·,0.0,i,-1.7,·,·
CCOC(=O)C(N)CSC1CC(=O)N(c2ccc(C(=O)OC)cc2)C1=O (stereo not given),-16.5,0.3,·,-0.2,25.0,0.3,2.1,11.0,-5.0,-0.5
Cn1nccc1C(=O)N1CCN(C23CC4CC(CC(C4)C2)C3)CC1,1.4,9.7,1.8,-2.2,30.4,0.1,i,-5.2,-1.1,-1.3
COc1ccc(OC)c(C=NNC(=O)c2ccccc2NS(=O)(=O)c2cccs2)c1,1.3,5.9,0.9,-0.1,·,-0.8,-0.2,3.5,·,-0.6
COc1cc2ccccc2cc1C(=O)N1CCc2ccccc21,2.5,20.0,-0.7,-0.3,·,-6.3,i,16.1,·,3.9
CC1(C(=O)Nc2cccc3c2CCCC3)CCN1C(=O)CCc1ccc(Cl)cc1Cl (stereo not given),·,36.7,0.4,-1.8,·,-0.5,-0.3,2.0,·,·
CCC(C)NC(=O)NC(=O)N(C1CCCCC1)S(C)(=O)=O (stereo not given),-9.6,2.6,·,-6.1,12.8,0.4,0.6,15.0,1.6,0.3
O=[N+]([O-])c1ccc(O)c(C2CCCCC2)c1,8.1,-8.8,2.6,-10.9,·,-0.2,i,10.2,·,-0.9
CCOC(=O)CSc1nc(-c2cccs2)nc2c1c(=O)n(C)c(=O)n2C,-9.1,4.2,0.3,-3.3,25.1,-0.2,-0.6,13.0,1.5,0.7
O=C(CSc1nnc(COc2ccc(Cl)cc2)o1)Nc1nccs1,2.0,1.5,-0.4,-5.5,·,-0.6,-5.9,5.9,·,·
Cc1cc(S(=O)(=O)NCc2ccco2)c(C)s1,-5.1,4.6,·,0.5,22.8,0.5,-0.4,14.0,-3.5,0.1
COc1ccccc1N(CC(O)Cn1nc(C)cc1C)S(=O)(=O)c1ccccc1 (stereo not given),-10.2,6.3,0.8,-3.2,42.1,0.2,-0.7,-8.6,3.9,0.3
Cc1ccc2[nH]c3c(=O)n(CC(=O)NCc4ccco4)ncc3c2c1,-0.6,18.7,0.3,·,-2.2,·,-0.2,11.6,-4.6,-1.1
CCOC(=O)N1CCN(C(=O)CCCn2c(=S)[nH]c3ccccc3c2=O)CC1,6.2,0.5,·,-1.7,1.2,0.0,0.7,-7.1,1.0,-0.3
Cc1ccc2c(c1)=C/C(=C\c1c(O)[nH]c(=O)[nH]c1=O)C(=O)N=2,·,4.8,1.0,-0.6,-7.9,-0.3,-0.2,9.0,-5.0,-0.7
COCCn1c(C)nnc1SCC(=O)NNC(=O)c1ccc(Cl)cc1,4.8,-3.2,1.7,-10.4,12.5,-5.2,i,-10.0,-5.1,-1.7
Cc1ccc(OCC(=O)NCCCNC(=O)c2ccc(C)nc2)cc1,6.7,2.5,0.5,0.5,33.9,0.3,-2.8,10.7,0.7,-0.6
CCCC1=[N+](CC(C)=O)CCn2c(C)ccc21,6.1,-6.9,0.8,-6.6,-2.0,-0.2,-0.3,4.0,-1.5,-0.2
